# Source: PubChem (National Center for Advancing Translational Sciences (NCATS))
# MCF10A rerep: inducers of DNA re-replication in MCF 10A breast cells; MCF 10A DNA re-replication, Hoechst nuclear intensity, 48 h; Potency, µM (top dose mostly 46.1 µM), inactives show at the highest dose activity, positive = re-replication, actives largely listed as activators; 2.9% of 350,000 active; note: potency is the fitted concentration of half-maximal effect; % of control where 0% means no effect; nearly all actives have a fitted effect of over 50% in size
# IL-1B inflam inh: blocks inflammasome-driven IL-1 beta release | THP-1 LPS/ATP IL-1B secretion, AlphaLISA, 16 h; stronger effect = lower value | activity change, % at 57.5 µM | 4.7% of 360,000 active; in the data active = activity change below about -50%; inconclusive = mostly about -30% to -49%; note: % is set by controls: 0 for no effect and ±100 for the full control effect
#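 Secreted IL-1B measured by AlphaLISA bead assay after 16 h compound exposure of THP-1 cells; compounds (final up to 57.5 uM) added 1 h before LPS (250 ng/mL) and ATP (1.25 mM) stimulation; lower signal means less secretion.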
# HT1080NT lethal: kills 2HG-producing HT-1080-NT fibrosarcoma cells; 1.6% of 360,000 active; HT-1080-NT fibrosarcoma viability, CellTiter-Glo ATP luminescence, 48 h; Potency, µM (doses to about 46.1 µM), for the others: at the highest dose activity, negative = less viability, actives largely listed as cytotoxic;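 note: NT is the 2HG producing partner of a matched IDH1 knockdown line; potency is the fitted concentration of half-maximal effect; 0% = DMSO-treated cells and -100% = media-only wells without cells; nearly all actives have a fitted effect of over 55% in size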
#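 Read-out is CellTiter-Glo luminescence after 10 minutes at room temperature, following 48 hours' compound treatment of HT-1080-NT cells (750 cells/well, RPMI, 5% FBS, 37 degrees C).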
# KB-V1 MDR tox: kills drug-selected multidrug resistant KB-V1 cells. KB-V1 MDR cells viability, CellTiter-Glo, 72 h. Potency, µM (series often up to 46.1 µM), without a hit: top-dose activity change, negative = cytotoxicity, usual class: cytotoxic. 3.4% of 400,000 active; note: potency is the fitted concentration of half-maximal effect; % is set by controls: 0 for no effect and ±100 for the full control effect; nearly all actives have a fitted effect of over 60% in size
#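 Compound-treated KB-V1 multidrug-resistant cells, 72 h, 37 degrees C; viability by CellTiter-Glo. Fitted qHTS curves give the values.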
# HT1080 IDH1KD tx: kills HT-1080 cells with IDH1 knockdown | HT-1080 IDH1 knockdown viability, ATP luminescence, 48 h | 2% of 360,000 active | Potency, µM (doses to about 46.1 µM), without a hit: top-dose activity, negative = toxicity, usual class: cytotoxic;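 note: potency is the fitted concentration of half-maximal effect; 0% = DMSO wells and -100% = cell-free medium wells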
#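 Cytotoxicity counter-line: IDH1KD HT-1080, 48 h, CellTiter-Glo. Curves classed by r2, magnitude and activity.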
# GLP1R cytotox: cytotoxic in the GLP-1 receptor inverse agonist counter-screen; 0.13% of 410,000 active; HEK293 cAMP-luciferase reporter cells, luminescence, 24 h; Potency, µM (highest dose often 38.3 µM), inactives show at the top dose activity change, negative = inhibition, usual class: inhibitors; AID 624418;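 note: loss of luciferase light is scored as toxicity; potency is the fitted concentration of half-maximal effect; % is set by controls: 0 for no effect and ±100 for the full control effect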
#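 Here, cytotoxicity is scored as loss of luminescence. The MLSMR collection was tested on cells seeded in medium containing 10% Nu serum, with a 24 hr compound exposure preceded by 12 hours of culture.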
# D3 ag: D3 dopamine receptor (human) agonism. D3R DiscoveRx beta-arrestin cells, luminescence, 90 min. max activation, %. P35462. 0.58% of 410,000 active; in the data active = max activation above about 30%; note: 0% is about no effect; mostly tested at two doses, the higher about 12 µM
# Target sequence (P35462 whole entry, looked up): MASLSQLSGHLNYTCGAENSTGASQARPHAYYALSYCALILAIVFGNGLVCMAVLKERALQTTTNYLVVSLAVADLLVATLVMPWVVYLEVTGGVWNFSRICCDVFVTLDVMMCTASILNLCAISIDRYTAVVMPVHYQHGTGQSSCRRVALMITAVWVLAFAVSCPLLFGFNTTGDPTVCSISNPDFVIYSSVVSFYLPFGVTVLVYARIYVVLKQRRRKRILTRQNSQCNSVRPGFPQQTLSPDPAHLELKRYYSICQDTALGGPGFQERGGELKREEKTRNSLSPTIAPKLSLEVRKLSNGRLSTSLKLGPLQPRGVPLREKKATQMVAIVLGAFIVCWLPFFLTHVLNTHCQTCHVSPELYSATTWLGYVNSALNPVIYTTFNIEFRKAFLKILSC
#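 Agonist mode: compounds and dopamine controls were applied to plated cells for 90 min at 37 degrees C after an overnight attachment at 1500 cells/well. Luminescent read-out followed 30 - 60 minutes at room temperature with DiscoveRx detection reagent.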
# KB-3-1 tox: kills parental KB-3-1 adenocarcinoma cells | KB-3-1 viability, CellTiter-Glo ATP luminescence, 72 h | Potency, µM (titrated, usually from 46.1 µM), for the others: top-dose activity change, negative = cytotoxic, actives largely listed as cytotoxic | 1.4% of 400,000 active; note: potency is the fitted concentration of half-maximal effect; % is set by controls: 0 for no effect and ±100 for the full control effect; nearly all actives have a fitted effect of over 60% in size
#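 Screening of KB-3-1 cells (DMEM, 10% FBS, phenol-red free) ran from lowest to highest compound concentration; after 72 h at 37 °C viability was read luminescently and curves fitted.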
# SW480 rereplic: inducers of DNA re-replication in SW480 colon cancer cells | SW480 DNA re-replication, Hoechst DNA content imaging, 48 h | Potency, µM (doses to about 46.1 µM), inactives show at the top dose re-replication activation, hits mostly activators | 1.8% of 340,000 active; note: potency is the fitted concentration of half-maximal effect; % of control where 0% means no effect; nearly all actives have a fitted effect of over 55% in size
#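 Hoechst fluorescence of nuclei (405 nm excitation, 500-530 nm emission) measured by plate-scanning imager after 48 hr compound exposure at 37 C; re-replication scored as increased number of nuclei with elevated intensity.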
# * = called active by the depositor; ? = inconclusive; · = no result given; & = joins results of further samples; [ ] = remark or other dose. Unless noted, calls come from the whole dose curve; as a rule, active = well fitted curve in the direction sought with a large enough effect; inconclusive = small, poorly fitted or top-dose-only effect, or another doubt; inactive = no such curve, though single readings can be large; an effect the other way counts as inactive or inconclusive.
structure	MCF10A rerep	IL-1B inflam inh	HT1080NT lethal	KB-V1 MDR tox	HT1080 IDH1KD tx	GLP1R cytotox	D3 ag	KB-3-1 tox	SW480 rereplic
COc1cc(/C=N/NC(=O)c2ccncc2)ccc1OC(=O)c1ccc([N+](=O)[O-])cc1	0%	5	-11%	-19%	-11%	-11%	1	-4%	3%
O=C(CN1CCOCC1)N/N=C/c1c(O)ccc2ccccc12	5%	60	?	-28%	?	8%	28	?	?
COc1ccc(CNCCS(=O)(=O)NC2CCCCC2)cc1	1%	24	-1%	-5%	2%	14%	-44	13%	?
CN(C(=O)c1ccccc1)c1ccccc1C(=O)NCCc1ccccc1	10%	7	1%	4%	1%	-8%	-1	2%	-1%
Nc1nonc1C(=O)OCC(=O)N1CCCCC1	-1%	-1	16%	9%	15%	-2%	-7	-5%	-19%
CC(OC(=O)C1CC(=O)N(Cc2ccccc2)C1)C(=O)Nc1ccc(F)cc1Cl (stereo unspecified)	-11%	23	5%	20%	7%	-9%	-7	4%	-37%[inhibitor]
O=C(Nc1ccccc1C(F)(F)F)n1ncc2cc(Cl)ccc21	·	·	·	-22%	·	16%	-3	14%	·
COc1cccc(CNC(=O)CNC(=S)N(Cc2ccccc2)Cc2ccccc2F)c1	?	?	-19%	?	-12%	0%	-6	-30%	3%
O=C(COC(=O)c1ccc(F)cc1)NCC1COc2ccccc2O1 (stereo unspecified)	-13%	9	2%	0%	2%	-1%	-14	9%	?
COC(=O)CC(NC(=O)c1cccs1)c1ccc(OC)c(OC)c1 (stereo unspecified)	?	18	13%	16%	3%	-9%	-2	-3%	-33%
CN(Cc1cccc(F)c1)C(=O)CN1CCN(S(=O)(=O)c2ccc3c(c2)OCCCO3)CC1	9%	?	6%	-30%	-3%	-13%	2	8%	-10%
O=C1CN(S(=O)(=O)c2ccc([N+](=O)[O-])cc2)CC(=O)N1	-1%	5	11%	10%	18%	1%	2	2%	-2%
O=C(Nc1ccc2c(c1)OCCO2)C1CCN(c2cnccn2)CC1	3%	-8	-1%	?	1%	1%	5	-15%	2%
Cc1ccc2cccc(S(=O)(=O)NC3CCS(=O)(=O)C3)c2n1 (stereo unspecified)	-6%	32	-1%	5%	0%	2%	-19	2%	-7%
Cc1ccc(CN2CCC[C@]3(N[C@H](c4ccccc4)[C@@H]4C(=O)N(Cc5ccccc5)C(=O)[C@@H]43)C2=O)cc1	·	-16	-4%	13%	-17%	1%	-9	-12%	·
O=C(Nc1ccc2c(c1)OCCO2)C(CCc1ccccc1)N1CCN(C/C=C/c2ccccc2)CC1 (stereo unspecified)	·	?	?	?	?	-2%	-7	?	·
Cc1ccc(C(=O)C(SC(C)(C)C)n2cncn2)cc1 (stereo unspecified)	-4%	4	12%	-4%	11%	2%	-10	5%	6%
O=c1c2ccccc2nc(SCc2nnc(-c3ccccc3Br)o2)n1-c1ccccc1	-2%	-3	2%	-23%	12%	-13%	-2	-1%	1%
CC1(C(=O)NS(=O)(=O)c2ccc(Cl)cc2)CCN1C(=O)Cc1ccc(-c2ccccc2)cc1 (stereo unspecified)	·	5	-12%	5%	-8%	-8%	-2	0%	·
Cc1ccc(S(=O)(=O)NCCCN2CCOCC2)cc1C	?	1	7%	6%	0%	3%	-1	6%	-4%
NC(=O)C1CCN(C(=O)CCc2ccsc2)CC1	15%	4	5%	-10%	15%	3%	2	-1%	1%
CS(=O)c1ccccc1COC(=O)Nc1ccc(Cl)cc1 (stereo unspecified)	-1%	-5	-11%	2%	-24%	-2%	-10	7%	-5%
CCc1cc(C(=O)Cc2nc3ccccc3s2)c(O)cc1OCC(=O)O	?	30	22%	0%	8%	51%[activator]	5	23%	-74%[inhibitor]
COC(=O)CCS(=O)(=O)c1ccc(Cl)cc1	0%	3	1%	8%	6%	0%	16	-4%	-6%
CSc1ccccc1-n1nnnc1SCC(=O)Nc1cc(C)ccc1C	2%	-51*	7%	0%	-2%	-1%	0	-1%	4%
CN1C2CCC1CC(OC(=O)c1c[nH]c3ccccc13)C2 (stereo unspecified)	6%	-5&0	?	0%&18%	-3%&-2%	-11%&-18%	8&-6	0%&1%	-5%
Cc1ccc(NS(=O)(=O)c2ccc(NC(=O)C3CC3)cc2)cc1C	9%	-2	-11%	-6%	?	-25%	-16	-26%	-3%
C/C=C/c1ccc(OCC(=O)OCC2=C(C(=O)OCC)C(C)NC(=O)N2)c(OC)c1 (stereo unspecified)	-16%	11	-5%	-23%	1%	-60%	1	-7%	0%
Cc1ccc(-c2nnn3c2nc(NCCc2ccc(Cl)cc2)c2ccccc23)cc1	·	·	·	-7%	·	5%	5	10%	·
COc1ccc(CC(=O)Nc2ccc(N3CCN(c4ccc(OC)cc4)CC3)c(C#N)c2)cc1	-9%	-3	-15%	8%	-14%	-2%	2	4%	0%
COc1ccccc1CNC(=S)Nc1ccc2nc(N3CCN(C)CC3)cc(C)c2c1	3%	-10	?	-8%	?	?	-15	0%	?
CC(C)CCn1nc(C(=O)OCC(=O)NC(C)c2ccccc2)c2ccccc2c1=O (stereo unspecified)	·	18	1%	11%	12%	-2%	-4	18%	·
CCN(CC)C(=O)C1=C(C)N(Cc2ccc(C(C)(C)C)cc2)C(=O)C(CC(=O)NCCc2ccccn2)C1 (stereo unspecified)	·	-6	-7%	?	-4%	-1%	3	0%	·
C=CCNC(=S)N1CCC(C(=O)c2ccc(Cl)cc2)CC1	7%	-4	1%	-15%	-9%	-7%	8	-12%	-14%
CCOc1ccc(N(CC(=O)N2CCN(c3ccccc3F)CC2)S(=O)(=O)c2c(C)noc2C)cc1	1%	2	-8%	-4%	-1%	-5%	-7	15%	1%
O=CNCCCc1nc2ccccc2n1Cc1ccccc1	4%	-2	-3%	?	5%	8%	4	5%	-2%
Cc1cc(C)c(NC(=O)c2c[nH]c(=S)n2-c2ccc(F)cc2)c(C)c1	-4%	0	?	-6%	-3%	2%	-6	26%	-18%
O=C(C1=C[C@@H](c2coc3ccccc3c2=O)C[C@@H](OCCCCO)O1)N1CCOCC1	5%	14	5%	-7%	6%	-29%	0	3%	-6%
COc1ccc(-c2cn[nH]c2-c2ccc(OC)cc2O)cc1	18%	-84*	?	17%	?	?	5	-4%	?
Cc1cccc(Nc2nc(-c3ccc4c(c3)OCCO4)cs2)c1	14µM*	4	-10%	0%	-25%	16%	7	?	7.3µM*
Cn1ccnc1C(OC(=O)c1ccccc1)C(F)(F)F (stereo unspecified)	-7%	17	4%	0%	2%	-12%	6	-2%	2%
O=C(OCc1cn([C@H]2CN(C(=O)c3cccs3)[C@@H](c3ccccc3)C[C@@H]2O)nn1)c1ccccc1	·	21	-1%	0%	1%	11%	0	6%	·
Cc1ccc(NC(=O)C2CCN(S(=O)(=O)c3ccc(F)cc3)CC2)cc1	-1%	?	-2%	-22%	0%	-21%	1	-3%	-7%

# Grouped by structure, the compounds so far with fluorine.
structure	MCF10A rerep	IL-1B inflam inh	HT1080NT lethal	KB-V1 MDR tox	HT1080 IDH1KD tx	GLP1R cytotox	D3 ag	KB-3-1 tox	SW480 rereplic
CC(OC(=O)C1CC(=O)N(Cc2ccccc2)C1)C(=O)Nc1ccc(F)cc1Cl (stereo unspecified)	-11%	23	5%	20%	7%	-9%	-7	4%	-37%[inhibitor]
O=C(Nc1ccccc1C(F)(F)F)n1ncc2cc(Cl)ccc21	·	·	·	-22%	·	16%	-3	14%	·
COc1cccc(CNC(=O)CNC(=S)N(Cc2ccccc2)Cc2ccccc2F)c1	?	?	-19%	?	-12%	0%	-6	-30%	3%
O=C(COC(=O)c1ccc(F)cc1)NCC1COc2ccccc2O1 (stereo unspecified)	-13%	9	2%	0%	2%	-1%	-14	9%	?
CN(Cc1cccc(F)c1)C(=O)CN1CCN(S(=O)(=O)c2ccc3c(c2)OCCCO3)CC1	9%	?	6%	-30%	-3%	-13%	2	8%	-10%
CCOc1ccc(N(CC(=O)N2CCN(c3ccccc3F)CC2)S(=O)(=O)c2c(C)noc2C)cc1	1%	2	-8%	-4%	-1%	-5%	-7	15%	1%
Cc1cc(C)c(NC(=O)c2c[nH]c(=S)n2-c2ccc(F)cc2)c(C)c1	-4%	0	?	-6%	-3%	2%	-6	26%	-18%
Cn1ccnc1C(OC(=O)c1ccccc1)C(F)(F)F (stereo unspecified)	-7%	17	4%	0%	2%	-12%	6	-2%	2%
Cc1ccc(NC(=O)C2CCN(S(=O)(=O)c3ccc(F)cc3)CC2)cc1	-1%	?	-2%	-22%	0%	-21%	1	-3%	-7%
